# Compound activity: PubChem BioAssay, several laboratories
# OX1R antag-1: antagonists of human orexin 1 receptor. inhibition, % at 5 µM. 330,000 compounds, 0.43% hits. AID 434989. CHO/OX1R cells, Fluo-8 calcium fluorescence, orexin A;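 active means inhibition above its plate's threshold, mean inhibition of all tested compounds on the plate plus 3 SD, cut at about 37% in these data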;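 further: 0% = orexin A challenge wells and 100% = SB-334867-A antagonist wells; not every result past the cut was called active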
# Target sequence (O43613 whole entry, looked up): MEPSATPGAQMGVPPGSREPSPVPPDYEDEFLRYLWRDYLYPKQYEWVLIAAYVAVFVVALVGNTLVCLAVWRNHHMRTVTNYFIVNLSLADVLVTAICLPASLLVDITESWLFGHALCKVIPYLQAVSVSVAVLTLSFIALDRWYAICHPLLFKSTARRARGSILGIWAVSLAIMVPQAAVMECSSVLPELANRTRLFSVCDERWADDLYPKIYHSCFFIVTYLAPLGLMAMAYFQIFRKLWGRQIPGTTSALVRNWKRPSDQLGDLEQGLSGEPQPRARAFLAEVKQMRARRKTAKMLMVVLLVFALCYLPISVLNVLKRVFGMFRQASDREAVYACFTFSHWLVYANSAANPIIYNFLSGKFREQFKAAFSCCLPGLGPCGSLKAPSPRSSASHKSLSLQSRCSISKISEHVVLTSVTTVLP
# OX1R antag-2: blocks the human orexin 1 receptor | OX1R-expressing cells, FRET antagonist read-out | inhibition, % at 6.6 µM | 330,000 compounds, 1.8% hits | AID 485270; in the data active means inhibition mostly above about 38%, no sharp cut-off; inactive means mostly below about 40%;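 further: 0% = agonist challenge alone and 100% = reference antagonist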
# CHT allo act: allosteric activators of human choline transporter CHT. Q9GZV3. CHT-expressing cells, membrane potential dye, choline EC20; hits give high values; LV-AA mutant CHT in HEK293 cells. B-score at 10 µM. 310,000 compounds, 0.49% hits. AID 488977;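 active means initial fluorescence not abnormally high and integrated response B-score, plate-corrected, over 3 SD above library mean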
# Target sequence (Q9GZV3 whole entry, looked up): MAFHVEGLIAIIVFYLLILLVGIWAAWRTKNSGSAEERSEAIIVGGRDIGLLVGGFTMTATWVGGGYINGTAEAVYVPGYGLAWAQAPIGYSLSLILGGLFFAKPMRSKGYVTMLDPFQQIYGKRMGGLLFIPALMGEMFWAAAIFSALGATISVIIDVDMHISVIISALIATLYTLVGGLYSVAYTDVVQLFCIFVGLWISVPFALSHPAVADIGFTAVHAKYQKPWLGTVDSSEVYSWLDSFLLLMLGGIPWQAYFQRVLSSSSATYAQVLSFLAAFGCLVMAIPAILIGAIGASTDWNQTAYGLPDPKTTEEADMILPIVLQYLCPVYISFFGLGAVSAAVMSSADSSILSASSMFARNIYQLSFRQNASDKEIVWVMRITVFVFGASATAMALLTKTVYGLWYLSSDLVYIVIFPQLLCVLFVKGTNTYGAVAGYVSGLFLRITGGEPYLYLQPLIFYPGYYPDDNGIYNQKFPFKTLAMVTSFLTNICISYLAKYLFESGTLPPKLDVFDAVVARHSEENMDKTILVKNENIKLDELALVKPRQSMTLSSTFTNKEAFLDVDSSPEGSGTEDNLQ
# * = called active by the depositor; i = inactive; . = not tested or not shown.
No.	Compound	OX1R antag-1	OX1R antag-2	CHT allo act
1	CCOc1ccc(N(CC(=O)NCC2CCCO2)S(=O)(=O)c2ccc(C)cc2)cc1 (centres undefined)	-21	6	i
2	COc1ccc(-c2c(-c3ccsc3)oc(=O)c3cc(OC)c(OC)cc23)cn1	-15	3	.
3	O=C(Nc1cccc2ccccc12)c1ccc(F)cc1	-6	10	i
4	CCOC(=O)C1CCN(C(=O)c2cc(S(=O)(=O)N3CCCCC3)ccc2C)CC1	-26	9	i
5	CC[C@]12c3[nH]c4cc(CCC(=O)N(C)C)ccc4c3CCN1C(=O)[C@@H](CC(=O)NCCCn1ccnc1)C[C@@H]2C(=O)N1CCN(C(=O)C2CC2)CC1	16	10	.
6	CCN1CCCC1CNC(=O)CCc1nnc(CCC2CCCCC2)o1 (centres undefined)	-15	3	i
7	CN(C)CCCN(C(=O)c1ccc(N2C(=O)CCC2=O)cc1)c1nc2c(F)cccc2s1	-13	5	i
8	CCN1CCN(C(=O)/C=C/c2ccc3c(c2)OCO3)CC1	-12	9	i
9	Cc1ccc(C(=O)NNC(=O)CSc2nc(N)cc(N)n2)cc1	-9	15	i
10	Cc1ccc(/C=N/Nc2ncnc3nc[nH]c23)cc1	-8	25	i
11	O=C1c2ccccc2C(=O)N1CCOc1ccccc1	-15	23	i
12	Nc1nonc1-c1noc(-c2ccccc2)n1	3	18	i
13	COc1ccc(CNC(=O)C2CC(c3cccc([N+](=O)[O-])c3)=NO2)cc1 (centres undefined)	-14	36	i
14	O=C(c1cccc(Br)c1)N1CCN(C(=O)c2cccc(Br)c2)CC1	-33	11	i
15	COc1ccc(CCC(=O)OC(C)C(=O)c2ccc(C)cc2)cc1 (centres undefined)	-13	8	i
16	CCCCNC1c2ccccc2C(=O)N1Cc1ccccc1 (centres undefined)	-11	-6	i
17	COc1cc(C(=O)c2ccccc2)c(OC)cc1C(=O)Nc1ccc(O)cc1	-13	11	i
18	O=C(c1cc(-c2ccc(F)cc2)no1)N1CCN(Cc2ccc3c(c2)OCO3)CC1	-10	3	i
19	Cc1ccc2nc(CSc3nnc(-c4ccncc4)n3C)cc(=O)n2c1	5	19	i
20	S=c1[nH]c2cc(Br)cnc2[nH]1	26	32	i
21	CCC(NC(=O)NC1CCCCC1)c1ccccc1 (centres undefined)	-36	8	i
22	CCOc1ccc(C2C(C#N)=C(N)Oc3nc[nH]c(=O)c32)cc1OC (centres undefined)	-12	1	i
23	CCn1cc(CNC(=O)c2cccc([N+](=O)[O-])c2)cn1	-6	36	i
24	C=CCSc1nnc(NC(=O)CSCc2c(C)noc2C)s1	-15	10	.
25	Cc1nc(Cl)c(C(=O)NC(C)(C)C)c(C)c1Cl	-18	13	i
26	O=C(CCn1c(=O)oc2ccccc21)NCCCN1CCCC1=O	-9	-4	i
27	O=C(O)c1cc(N2C(=O)C3CCCCC3C2=O)ccc1NCc1cccnc1 (centres undefined)	-14	11	i
28	CN1CCCN(C(=O)c2cc(-c3cccc4ccccc34)nc3ccccc23)CC1	-33	12	i
29	O=C(COC(=O)COc1ccc(Cl)cc1)NCc1ccc2c(c1)OCO2	6	5	.
30	COc1ccc(C)cc1NC(=O)CN1C(=O)COc2ccc(C)cc21	-17	6	i
31	CCC(=O)N(Cc1ccco1)Cc1cc2cc3c(cc2[nH]c1=O)OCO3	-16	14	i
32	CCN1CCN(C(=O)C(=O)c2cn(CC(=O)N3CCCCCC3)c3ccccc23)CC1	-23	23	i
33	COc1ccc(OC)c(Nc2nc(N(C)c3ccccc3)nc(N)c2[N+](=O)[O-])c1	-23	20	i
34	Cc1[nH]c2ccccc2c1/C=N/NC(=O)c1cc(C(C)C)[nH]n1	1	44*	i
35	CCOC(=O)c1sc2ccc(S(=O)(=O)N3CC(C)CC(C)C3)cc2c1N (centres undefined)	-10	4	i
36	CCOC(=O)N1CCN(C(=O)c2ccc(OC)cc2)CC1	-10	10	i
37	Cn1c(=O)cc(OCCCC(=O)NCc2ccccn2)c2ccccc21	-1	0	i
38	CCC(CC)c1nnc(NC(=O)CCS(=O)(=O)Cc2ccccc2)s1	-19	14	i
39	CC[n+]1ccc2cc(OC)c(OC)cc2c1Cc1ccc(OC)c(OC)c1	-12	16	6.3*
40	COC(=O)CCC(=O)c1oc2ccc(OC)cc2c1N	-14	6	i
41	CCOC(=O)c1c(-c2ccc(C)cc2)csc1NC(=S)NC(=O)c1ccccc1	-10	-4	i
42	COc1ccc2oc(C(=O)OCC(=O)NCCc3ccccc3)c(C)c2c1	-27	7	i
43	CSc1ccc(CN2CCCCCC2)cc1	-3	12	i
44	COC(=O)c1ccccc1-n1c(CCC(=O)O)ccc1-c1ccccc1	-25	16	i
45	CN(C)c1nnnn1Cc1ccccc1	-8	11	i
46	Cn1c(Cn2nnc3ccccc32)nnc1SCC(=O)c1ccccc1F	-21	3	i
47	Cc1nc2sc(C(c3ccc(Cl)cc3)N3CCN(c4ccccc4F)CC3)c(O)n2n1 (centres undefined)	-14	4	i
48	NC(=O)c1ccccc1NC(=O)c1ccc2c(c1)OCO2	-26	4	i
49	COc1ccc(S(=O)(=O)Cc2ccc(C(=O)NCCc3cc(OC)ccc3OC)o2)cc1	-12	20	i
50	O=C(COc1ccccc1)NCc1nnc2c3ccccc3c(-c3ccccc3)nn12	-31	24	i
51	Cc1cc(-c2n[nH]c(=S)n2/N=C/c2ccc(C)o2)n[nH]1	31	7	i
52	C1CCc2c(nc3nnnn3c2N2CCOCC2)C1	1	15	i
53	Cc1csc(=O)n1CCC(=O)OCC(=O)c1ccc(Br)cc1	-28	6	i
54	CCNC(=S)Nc1ccc(Cl)cc1Cl	-5	5	i
55	Cc1c(Cl)cccc1NC(=O)COC(=O)c1ccc(CN2CCCC2=O)cc1	-7	6	.
56	Cc1ccc(NCC(=O)N=Nc2c(O)[nH]c3ccc([N+](=O)[O-])cc23)cc1	-6	35	i
57	CCOc1ccccc1-c1nnc(SCC(=O)NC2CC2)n1CC	-14	3	i
58	COC(=O)C1=C(C(=O)OC)[C@@H]2N(Cc3ccccc3)c3ccccc3[C@@]23C[C@@H](C(=O)OC)N(C(=O)C2CCC2)C3=N1	-8	19	i
59	CC(=O)N1CCN(CC(=O)Nc2cc(S(=O)(=O)N3CCOCC3)ccc2C)CC1	-3	9	i
60	COc1ccc(Nc2nc(-c3cccs3)nc3ccccc23)cc1	-22	41	i

# Look-ups from the entries so far.
# In OX1R antag-2, CC(=O)N1CCN(CC(=O)Nc2cc(S(=O)(=O)N3CCOCC3)ccc2C)CC1 is listed with 9
# In OX1R antag-2, CCNC(=S)Nc1ccc(Cl)cc1Cl is listed with 5
# In OX1R antag-1, C1CCc2c(nc3nnnn3c2N2CCOCC2)C1 is listed with 1
# In OX1R antag-1, Cc1c(Cl)cccc1NC(=O)COC(=O)c1ccc(CN2CCCC2=O)cc1 is listed with -7

# More compounds
No.	Compound	OX1R antag-1	OX1R antag-2	CHT allo act
61	COc1ccc(CN2C(=O)C(C)Oc3ccccc32)cc1 (centres undefined)	-6	7	i
62	CCN(CC)C(=O)[C@H]1CC(CC(=O)NCc2ccc(OC)c(OC)c2)C(=O)N2CCc3c([nH]c4ccc(OC)cc34)[C@]12C (some centres undefined)	-28	6	.
63	O=c1c2ccccc2c(C=NCCCN2CCOCC2)c(O)n1Cc1ccc2c(c1)OCO2	-20	26	i
64	Cc1cc(C)c(C)c(Oc2ncnc(N)c2[N+](=O)[O-])c1	-2	15	i
65	O=C(COc1ccc2ccccc2c1)N1CCN(c2ccccc2O)CC1	-8	17	i
66	COc1ccc(/C=C(\NC(=O)c2ccc(C)cc2)C(=O)NCCCN2CCOCC2)cc1OC	9	18	i
67	CCN(CC)CCN(C(=O)C1=COCCO1)c1nc2cc(C)cc(C)c2s1	-18	19	i
68	Cc1nn(Cc2ccccc2)c(Cl)c1/C=N/NC(=O)c1cccnc1	-7	7	i
69	Cc1onc(NC(=O)NC(=O)c2ccccc2F)c1Br	2	0	i
70	CN(C)C(=O)Cn1c(=O)n(C)c2ccccc21	5	22	i
71	CC1=CC=CC2=N/C(=N\S(=O)(=O)c3ccc(F)cc3F)c3ccccc3CN12	-32	23	i
72	CCOCCCn1c(=S)[nH]c2ncccc2c1=O	-6	17	i
73	O=S(=O)(c1cccc(F)c1)N1CCN(c2nc(-c3cccnc3)nc3ccccc23)CC1	-6	19	.
74	CC(C)C(=O)Nc1c2c(nn1-c1ccc([N+](=O)[O-])cc1)CS(=O)(=O)C2	-3	20	i
75	COc1ccc(NC(=O)c2cc(C)nn2-c2ccccc2)cc1	-17	11	i
76	c1ccc(-n2ncc3c(N4CCC5(CC4)OCCO5)ncnc32)cc1	2	9	i
77	O=C(N=Nc1c(O)[nH]c2ccc([N+](=O)[O-])cc12)c1cc(-c2ccccc2Cl)nc2ccccc12	-17	6	i
78	COc1ccccc1NC(=O)c1ccc(NC(=O)CNC(=O)c2ccc(OC)c(OC)c2)cc1	-16	17	i
79	CC(C)CC(=O)NC(=S)NNC(=O)c1cccc([N+](=O)[O-])c1	-12	14	i
80	CC(=O)c1ccc(NC(=O)COC(=O)c2c[nH]c3ccccc23)cc1	9	3	.
81	O=C1CC(c2ccc3ccccc3c2)NN1 (centres undefined)	-8	5	.
82	COC(=O)c1cc(=O)nc2sc3ccccc3n12	4	17	i
83	COc1cccc(Sc2cc(N3CCOCC3)nc(-c3ccccc3)n2)c1	-59	-4	i
84	Cc1ccc(N2C(=O)CC(Cc3cc(C)cc(C)c3)C2=O)cc1 (centres undefined)	-26	5	i
85	COC(=O)C1(CCSC)NC(c2ccco2)C2C(=O)N(C)C(=O)C21 (centres undefined)	2	0	i
86	O=C(NCCN1CCCC1)c1ccc2c(c1)N(Cc1cccc(Cl)c1)C(=O)c1ccccc1S2(=O)=O	-12	-5	i
87	CC1N(C)c2cccc3cccc(c23)N1C	-11	70*	i
88	Cc1cnc(C(=O)NCC(c2ccccc2)c2ccccc2)cn1	-20	3	i
89	COc1ccc2nc(N(CCN(C)C)C(=O)c3ccc(C(=O)c4ccccc4)cc3)sc2c1	-25	22	i
90	Cc1cc(=O)c(C(=O)O)nn1-c1ccccc1C(F)(F)F	9	9	i
91	CC(=O)Oc1ccc([N+](=O)[O-])cc1N1C(=O)c2ccccc2C1=O	7	27	i
92	CC(=O)Nc1ccc(S(=O)(=O)NC(CC(=O)O)c2ccc(OC(C)C)cc2)cc1 (centres undefined)	-4	5	i
93	O=C1c2ccccc2C(=O)N1n1cccc1	-5	5	i
94	O=C(CSc1nnc2sc3ccccc3n12)c1ccco1	2	2	i
95	O=C(CSc1nc2ccccc2o1)N/N=C/c1ccc(O)c(O)c1	-29	15	i
96	O=S(=O)(NCc1ccco1)c1ccc(Cl)s1	1	4	.

# The final two compounds of the part above lead into the next.
No.	Compound	OX1R antag-1	OX1R antag-2	CHT allo act
95	O=C(CSc1nc2ccccc2o1)N/N=C/c1ccc(O)c(O)c1	-29	15	i
96	O=S(=O)(NCc1ccco1)c1ccc(Cl)s1	1	4	.
97	CNC(=O)NC(=O)C(OC(=O)Cc1cccc(C(F)(F)F)c1)c1ccccc1 (centres undefined)	-26	6	i
98	COc1cc(OC)c(N(C)C(=O)CCNC(=O)Cn2cnc3ccccc3c2=O)cc1Cl	-26	-4	i
99	CCOc1ccccc1N1CCN(c2nc3ccccc3nc2C(C#N)C(=O)OC)CC1 (centres undefined)	-5	11	i
100	Cc1cccc(NC(=O)C2CCCN(c3nc(C)cc(C)n3)C2)c1 (centres undefined)	-15	15	i
101	COc1ccccc1N1CCN(C2CCN(C(=O)COc3ccccc3)CC2)CC1	-27	13	i
102	Cn1nc(OCC(N)=O)ccc1=O	-2	16	i
103	CC(NC(=O)c1cc(=O)[nH]c2ccc(Br)cc12)c1ccccc1 (centres undefined)	-2	29	i
104	COc1ccc(S(=O)(=O)NCCC(=O)NC2CCCCCCC2)cc1	-16	19	i
105	COCCCn1nnnc1SCC(=O)Nc1ccc2c(c1)OCCO2	-22	7	i
106	COc1ccccc1CN1[C@@H](CC(C)=O)c2cc(C(F)(F)F)ccc2S1(=O)=O	-27	4	i
107	C/C(=N\Nc1ccc(Cl)c(C(=O)O)c1)c1ccc2c(c1)OCO2	-8	7	i
108	O=C(Nc1nsc(-c2ccccc2)n1)c1ccncc1	1	6	i
109	Cc1cc(OCC#N)nc(N)n1	5	3	i
110	COc1ccc(N2CCN(C(=O)CCC(=O)NNc3nc4ccccc4c4nc(C)nn34)CC2)cc1	-19	16	i
111	Cc1ccc(S(=O)(=O)NNC(=O)C2CCN(Cc3ccccc3)CC2)cc1	-14	10	i
112	Brc1ccc(-n2cc(-c3ccccc3)c3c(NN4CCOCC4)ncnc32)cc1	-19	36	i
113	O=C(NCCCNC(=O)c1cnccn1)c1ccc(Cl)cc1	-4	5	i
114	CC(=O)O[C@]1(C(C)=O)CC[C@H]2[C@@H]3C=C(C)C4=CC(=O)CC[C@]4(C)[C@H]3CC[C@@]21C	-9	2	i
115	CCOC(=O)C1=C(Nc2ccc(C)cc2)CC(C)(O)C(C(=O)OCC)C1c1ccccc1 (centres undefined)	-24	14	i
116	COc1ccccc1N1CCN(C(=O)c2ccc(N(C)S(=O)(=O)c3ccccc3)cc2)CC1	-22	14	i
117	COc1cc(/C=C/C(=O)O)cc(OC)c1	-7	10	i
118	CC(C)c1ccc(NC(=O)N2CCc3ccccc3C2)cc1	-31	9	i

# An excerpt from above in order of their number in OX1R antag-1, smallest number first:
no. | Structure | OX1R antag-1
118 | CC(C)c1ccc(NC(=O)N2CCc3ccccc3C2)cc1 | -31
117 | COc1cc(/C=C/C(=O)O)cc(OC)c1 | -7
113 | O=C(NCCCNC(=O)c1cnccn1)c1ccc(Cl)cc1 | -4
109 | Cc1cc(OCC#N)nc(N)n1 | 5

# This is a random part of the collection (roughly 2.5% active in at least one column).
